# Hsp70 inhibitors: Hsp70 inhibitors, probe displacement, primary screen, biochemical, fluorescence polarization (AID 583) | one-dose displacement, % at 20 µM; IC50 in µM for titrated hits | 140,000 compounds, 0.06% hits | Hsp70 fluorescence polarization probe displacement, mP; higher % means a stronger effect; in the data active means displacement above about 50%;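 further: plate controls were vehicle for no effect and reference ligand for full effect; a part of the inactive calls stands beside numbers as strong as those of hits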
# MKP-3 inhibition: inhibition of rat DUSP6 enzyme activity – biochemical, in vitro, primary screen (AID 425); recombinant MKP-3 phosphatase activity, fluorescence; higher % means a stronger effect; 110,000 compounds, 0.17% hits; inhibition, % at 20 µM, or IC50 in µM where a hit was titrated; in the data active means inhibition above about 50%;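 further: plate controls were vehicle for no effect and reference inhibitor for full effect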
# * hit, by the source's call; x = no result given; & = joins results of further samples.
# Values in the order – Hsp70 inhibitors	MKP-3 inhibition
> COc1cc(NC(=O)c2ccccc2[N+](=O)[O-])ccc1NC(=O)c1cc2ccccc2o1
    7.6%	1%
> CSc1nc2ccc(Nc3nc(N4CCOCC4)nc(N4CCOCC4)n3)cc2s1
    2.5%	3%
> O=C(O)CCN1C(=O)/C(=C/c2ccc(-c3ccccc3[N+](=O)[O-])o2)SC1=S
    16%	11%
> CCCc1ccc(OCc2ccc(C(=O)O)o2)c(OC)c1
    8.4%	x
> CC(=O)c1ccc(NC(=O)c2cnn3c(C(F)F)cc(C4CC4)nc23)cc1
    1.5%	x
> COC(=O)C1=C(C)N(C)C(C)=C(C(=O)OC)C1c1ccccc1C
    -2.9%&-2.7%	2%&4%
> Cc1ccc(OCC(=O)N=Nc2c(O)[nH]c3ccc(Br)cc23)cc1
    3.1%	2%
> CCOCCn1c(CN2CCN(C)CC2)nc2c1c(=O)n(C)c(=O)n2C
    -0.1%	-4%
> CCOC(=O)c1ccc(COC(=O)CCc2nc3ccccc3[nH]c2=O)o1
    6.3%	0%
> Fc1ccc(-c2nnn(Cc3nn[nH]n3)n2)cc1
    0.6%	3%
> COCCn1nnnc1CN(Cc1ccco1)Cc1cc2cc3c(cc2[nH]c1=O)OCO3
    -1.2%	x
> COc1cccc(/C=C(\C#N)c2nc3ccc(C)cc3[nH]2)c1O
    -5.9%	0%
> Cc1ccc(NC(=O)c2cc(N3CCOCC3)nc3ccccc23)cc1
    -1.5%	-2%
> CCC(=O)Nc1c(C#N)c2nc3ccccc3nc2n1C1CCCCC1
    28%	2%
> CSc1ccc(S(=O)(=O)N(CC(=O)N2CCC(C)CC2)c2ccc(C)cc2)cc1
    -1.4%	6%
> Clc1ccc(OCCn2cnc3ccccc32)c(Cl)c1
    -8.8%	x
> O=C(Nc1ccc2nc(-c3ccc(Br)o3)[nH]c2c1)c1ccco1
    -2.9%	-6%
> COc1cccc(NC(=O)N2CCC(C(=O)Nc3ccc(C)cc3C)CC2)c1
    -0.7%	-6%
> CC(C(=O)N1C(C)CCCC1C)N1C(=O)c2ccccc2C1=O (centres undefined)
    1.0%	4%
> COc1ccccc1CNC(=O)C1CC(=O)N(c2ccc(C)cc2)C1 (centres undefined)
    4.6%	0%
> COc1ccc(-c2ccc(/C=C/C(=O)O)o2)cc1
    0.5%	0%
> Cc1cc(C)n(-c2nc3ccccc3c(=O)n2OCC(=O)N(C)C)n1
    -7.6%	-7%
> Cc1nnc(C)c2c(C)n(-c3ccc(Br)cc3)c(C)c12
    5.1%	-2%
> CCc1nnc(NC(=O)CSc2nnc(COc3ccc(C)cc3)n2-c2ccccc2)s1
    -1.1%	0%
> Cc1ccc(N2C(=O)CC(N3CCN(c4ccc(Cl)cc4)CC3)C2=O)c(C)c1 (centres undefined)
    3.4%	0%
> CCCNC(=O)CC1Sc2ccccc2NC1=O (centres undefined)
    -3.6%	3%
> CCS(=O)c1ccccc1C(=O)O (centres undefined)
    3.4%	-4%
> Cc1ccc(/C=C/C(=O)Nc2nc(-c3ccccc3)cs2)cc1
    2.7%	3%
> CSc1nc(-c2ccco2)cc(-c2ccccc2)c1C#N
    -0.7%	6%
> CCOC(=O)c1cccc(NC(=O)CSc2nnc(-c3cccnc3)n2C)c1
    0.6%	3%

# Some of the entries so far, with the structure last:
Hsp70 inhibitors	MKP-3 inhibition	Structure
-0.1%	-4%	CCOCCn1c(CN2CCN(C)CC2)nc2c1c(=O)n(C)c(=O)n2C
6.3%	0%	CCOC(=O)c1ccc(COC(=O)CCc2nc3ccccc3[nH]c2=O)o1

# New compounds follow.
# Values in the order – Hsp70 inhibitors	MKP-3 inhibition
> CC(C)=CCCC1=CCC2(C)C(=O)NNC(=O)C2C1 (centres undefined)
    -2.0%	1%
> COc1cc(Cl)c(NC(=O)c2cc3ccccc3cc2O)c(OC)c1
    -4.1%	0%
> COc1cc2c(cc1OC)C1=CC(=O)C(=O)N1C(C)(C)C2
    -5.1%	-1%
> O=C1OC(c2ccccc2)C2(CCCC2)C(=O)C12CCCC2 (centres undefined)
    -7.5%	x
> CCOc1ccc(-n2ccnc2SCC(=O)Nc2nnc(CC)s2)cc1
    -0.3%	2%
> CCOC(=O)CNC(=O)CSc1nnc(-c2ccncc2)n1-c1ccc(Cl)cc1
    -0.7%	x
> O=C(NCC1CCCO1)c1ccc(C(=O)NCC2CCCO2)cc1 (centres undefined)
    1.1%	-1%
> COc1cccc(/C=C2\SC(=S)N(NC(=O)c3cccnc3)C2=O)c1
    1.8%	2%
> CCNc1nc(Oc2ccc(C(=O)OC)cc2)nc(SC)n1
    4.0%	-6%
> CC(NC(=O)CN(c1ccc(Br)cc1)S(C)(=O)=O)c1ccccc1 (centres undefined)
    3.8%	0%
> Cc1c(NC(=O)c2cc3cc([N+](=O)[O-])ccc3oc2=O)c(=O)n(-c2ccccc2)n1C
    -2.2%	4%
> CCc1ccc(CNc2ccc(O)cc2)cc1
    -0.3%	1%
> O=C(Nc1sc2c(c1C(=O)NCc1cccnc1)CCCC2)c1ccco1
    0.6%	-8%
> Cc1cccc(N=C2NC(=O)/C(=C3/C(=O)N(C)c4ccccc43)S2)c1C
    6.3%&5.1%	-15%&4%
> COc1ccc(CN2CN=C(Nc3nc4ccccc4s3)NC2)cc1
    -0.5%	x
> COc1ccc(N2CCCn3c2nc2c3c(=O)n(Cc3ccccc3F)c(=O)n2C)c(OC)c1
    3.5%	-2%
> COc1cc(C)nc(N(C)S(=O)(=O)c2ccccc2Cl)n1
    2.2%	-7%
> O=C1OC(NC(=O)c2ccccc2)C(N2CCOCC2)=C1Cl (centres undefined)
    1.9%	4%
> COC(=O)C1=C(C(=O)OC)SC(=C2C(=S)C(C)(C)N(C(=O)c3cccc(F)c3)c3c(C)cccc32)S1
    1.4%	-3%
> CCOC(=O)Nc1sc(NS(=O)(=O)c2ccc(C)cc2)nc1C
    0.7%	x
> CCOc1ccc(N2C(=O)CC(NCCc3ccc(S(N)(=O)=O)cc3)C2=O)cc1 (centres undefined)
    -5.5%	-3%
> N#CCCn1cc(C=O)c(-c2ccc(-c3ccccc3)cc2)n1
    -0.4%	1%
> CC(CCc1ccccc1)NC(=O)C1CCCN(C(=O)c2cc3sccc3n2C)C1 (centres undefined)
    -4.1%	2%
> CCOc1cc(/C=C2\N=C(c3ccccc3)OC2=O)ccc1OCc1c(C)no[n+]1[O-]
    1.5%	3%
> COc1ccc(Cc2nnc(SCC(=O)NC3CCCCC3)n2C)cc1
    1.0%	0%
> CC1CCCC(C(=O)O)N1C(=O)CCS (centres undefined)
    6.1%	x
> CN(CCOC(=O)C1c2ccccc2Oc2ccccc21)C(C)(C)C
    -3.4%	x
> O=[N+]([O-])c1cccc(S(=O)(=O)Nc2ccccc2-c2ccccc2)c1
    4.7%	-1%
> CC(C)=CCCC1=CCC2C(=O)NNC(=O)C2C1 (centres undefined)
    -2.4%	x
> CC1(C)C(=O)C2(CCCCC2)C(=O)OC1c1cccs1 (centres undefined)
    -3.7%	-1%

# One compound at a time, as listed above. Order of screens: Hsp70 inhibitors, MKP-3 inhibition
# O=[N+]([O-])c1cccc(S(=O)(=O)Nc2ccccc2-c2ccccc2)c1 is listed with 4.7%, -1%
# O=C1OC(NC(=O)c2ccccc2)C(N2CCOCC2)=C1Cl (centres undefined) is listed with 1.9%, 4%
# COc1ccc(Cc2nnc(SCC(=O)NC3CCCCC3)n2C)cc1 is listed with 1.0%, 0%
# CC1(C)C(=O)C2(CCCCC2)C(=O)OC1c1cccs1 (centres undefined) is listed with -3.7%, -1%
# CN(CCOC(=O)C1c2ccccc2Oc2ccccc21)C(C)(C)C is listed with -3.4%, x

# More entries:
# Values in the order – Hsp70 inhibitors	MKP-3 inhibition
> Cc1ccc(CCN2CC(C(=O)NCCN3CCOCC3)CC2=O)cc1 (centres undefined)
    1.4%	5%
> CC(Sc1nc(N2CCCCC2)c2c(c1C#N)CCCC2)C(=O)O (centres undefined)
    0.4%	-4%
> CCOC(=O)c1c(N2C(=O)CC(Sc3ccccc3C(=O)O)C2=O)sc2c1CCCC2 (centres undefined)
    2.4%	2%
> CC(C)=C1C(=O)NN(c2cccc(Br)c2)C1=O
    4.4%	-2%
> OC1(c2cccc(C(F)(F)F)c2)CCNCC1
    4.4%	2%
> CCOc1ccc(N=Nc2c(C)[nH]n(-c3nc(-c4ccccc4)cs3)c2=O)cc1
    -4.2%	4%
> Cc1ccc(C(=O)N/C(=C\c2sccc2C)C(=O)NCC(C)C)cc1
    -3.2%	4%
> O=S(=O)([O-])C/C(=C\c1ccc(Cl)cc1)c1cc[n+](CCO)cc1
    2.9%	0%
> Cc1cnc(-c2nnc(N(C)C(=O)C3CCOC3)s2)cn1 (centres undefined)
    -1.6%	0%
> CC(C)C(C)NC(=O)COc1ccc(-c2ccccc2)cc1 (centres undefined)
    -2.9%	x
> Cn1c(-c2ccc3c(c2)OCO3)cnc1NCc1ccccc1
    1.9%	9%
> Cc1cc(C)nc(NC2=NCC(=O)N2c2ccc(F)c(Cl)c2)n1
    9.1%	-1%
> COc1ccc(S(=O)(=O)N(CCCN2CCOCC2)Cc2cccc(OC)c2OC)cc1
    -3.4%	x
> O=C(COC(=O)c1cc2ccccc2s1)Nc1cccc2ccccc12
    -1.7%	-2%
> CCOC(=O)CC(=O)Nc1ccc(C(=O)OC)cc1
    3.4%	0%
> O=C(/C=C(\O)c1ccc2c(c1)OCO2)C(F)(F)F
    2.5%	4%
> Cc1ccc(N2C(=O)CC(N3CCN(c4ccccn4)CC3)C2=O)cc1 (centres undefined)
    1.6%	-2%
> COc1ccc(C(OC(=O)c2ccco2)C(=O)NCc2ccc(C)cc2)cc1 (centres undefined)
    -2.2%	x
> Cn1cc(C(=O)c2ccc(Cl)cc2)cc1-c1nc2ccccc2n1C
    -1.7%	-2%
> COc1ccccc1-c1nc(SCC(=O)O)n[nH]1
    -7.0%	-6%
> COc1ccc2cc(C(=O)NCCO)sc(=O)c2c1OC
    1.0%	x
> COc1ccc(COC(=O)NNC(=O)c2ccc(Cl)cc2)cc1
    -4.2%	2%
> CC1CN(c2cc(=O)n(-c3cccc(Br)c3)c(=O)[nH]2)CC(C)O1 (centres undefined)
    -0.9%	-8%
> Cc1nc2cc(NC(=O)N3c4ccccc4CC3C)ccc2n1C (centres undefined)
    0.6%	-7%
> CCn1c(=O)cc(OCC(=O)Nc2cccc(C)n2)c2ccccc21
    -0.5%	x
> CCC(=O)N(Cc1ccco1)c1nc(-c2cc(OC)ccc2OC)cs1
    -4.0%	-4%
> CC(c1ccccc1)N1CCn2c(nc3cc(NC(=O)c4cccs4)ccc32)C1 (centres undefined)
    -2.1%	x
> O=C1C(=O)N(c2cccnc2)C(c2cccc([N+](=O)[O-])c2)/C1=C(\O)c1ccc(Cl)cc1 (centres undefined)
    -1.4%	4%
> Cc1cccn2c(=O)c3cc(C(=O)NCc4cccnc4)c(=N)n(C)c3nc12
    11%	-5%
> CCOC(=O)c1ccc(N/C=C/C(=O)c2ccc(Cl)cc2)cc1
    -1.6%	3%
> Cc1c(N2C(=O)c3ccc4c5c(ccc(c35)C2=O)CC4)c(=O)n(-c2ccccc2)n1C
    32%	2%
> CCC(=O)c1ccc(OCC(O)CN2CC(C)OC(C)C2)cc1 (centres undefined)
    5.5%	-8%
> O=C1C2CCCCC2C(=O)N1c1ccc2[nH]c(=S)sc2c1 (centres undefined)
    -2.3%	3%
> C=CCOC(=O)C1=C(C)N=C2SCCC(=O)N2C1c1ccc(OC(=O)c2ccco2)cc1 (centres undefined)
    0.2%	2%
> COC(=O)c1cc(C(=O)Nc2ccc(C)cn2)cc([N+](=O)[O-])c1
    -0.4%	-2%
> O=C(COc1ccc(S(=O)(=O)NCc2ccccc2)cc1Cl)N1CCOCC1
    1.3%	-17%
> CCC(=O)N1CCc2cc(Br)cc(S(=O)(=O)NCCN3CCCCC3C)c21 (centres undefined)
    -4.2%	5%
> Cc1ccc(C(=O)CSc2nc3ccccc3o2)cc1
    4.3%	x
> CCOc1ccccc1C1NC(=O)NC(C)=C1C(=O)OC1CCCCC1 (centres undefined)
    0.1%	3%
> COc1ccc(C)cc1S(=O)(=O)N(C)CC(=O)N1CCCCC1
    2.4%	x
> O=C(NNS(=O)(=O)c1ccc2ccccc2c1)c1ccc(Cl)cc1
    7.7%	-2%
> COC(=O)C1CN(S(=O)(=O)c2ccccc2)CCN1S(=O)(=O)c1ccccc1 (centres undefined)
    -2.7%	-2%
> COCCOC(=O)c1c(C)oc2ccc(OC(=O)c3ccc([N+](=O)[O-])o3)cc12
    -2.2%	2%
> COc1ccc(-n2c(N)c(-c3nc4ccccc4n3C)sc2=S)cc1
    -3.0%	x
> CCOC(=O)c1c(CN2CCOCC2)oc2ccc(OC)cc12
    0.6%	-2%

# Reprinted from the part before: 6 entries; new compounds follow.
# Values in the order – Hsp70 inhibitors	MKP-3 inhibition
> COc1ccc(C)cc1S(=O)(=O)N(C)CC(=O)N1CCCCC1
    2.4%	x
> O=C(NNS(=O)(=O)c1ccc2ccccc2c1)c1ccc(Cl)cc1
    7.7%	-2%
> COC(=O)C1CN(S(=O)(=O)c2ccccc2)CCN1S(=O)(=O)c1ccccc1 (centres undefined)
    -2.7%	-2%
> COCCOC(=O)c1c(C)oc2ccc(OC(=O)c3ccc([N+](=O)[O-])o3)cc12
    -2.2%	2%
> COc1ccc(-n2c(N)c(-c3nc4ccccc4n3C)sc2=S)cc1
    -3.0%	x
> CCOC(=O)c1c(CN2CCOCC2)oc2ccc(OC)cc12
    0.6%	-2%
> COc1ccc(NC(=O)COC(=O)c2ccc(N3CCCC3=O)cc2)cc1OC
    6.4%	7%
> COc1ccc(Cl)cc1NC(=O)C1=C(C)NC(=S)NC1c1cccs1 (centres undefined)
    4.4%	4%
> CC(=O)N(c1ccc(C)cc1)C1C=CS(=O)(=O)C1 (centres undefined)
    x	-6%
> Cc1cc(=O)n2[nH]c(N3C(=O)CCC3=O)nc2n1
    2.0%	-6%

# Screening data (PubChem BioAssay)

# Only part of the results is shown; the hit share may differ from the screen's.
